Source: PubChem BioAssay
procasp7 counter: counter-screen for procaspase-3 activators: activators of human procaspase-7; AID 463210; recombinant procaspase-7, Ac-DEVD-pNA absorbance 405 nm; D23A/D198A/D206A triple mutant, cannot self-cleave; scale: DMSO 0, 5 µM enzyme 100; activation, % at 8.5 µM; 330,000 tested, 0.093% active; P55210;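 active = percent activation above the screen-wide mean plus 3 SD, cut at about 25% in these data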
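Replicates: singlicate. Assay system: Procaspase-7 triple mutant (PC-7 D3A). Signal: 405 nm absorbance of p-nitroaniline. Times: 1 h preincubation, 2 h reaction. Buffer or medium: Zinc-free HEPES pH 7.4 with 300 mM NaCl, 0.01% Triton X-100. Also added: DEVD-pNA substrate. Benchmarks: DMSO wells as 0%, DMSO with 5 µM added PC-7 as 100%.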
PP1 counter: blocks human PP1-alpha phosphatase, a PP5 counter-screen; P62136; purified PP1alpha, OMFP fluorescence; inhibition, % at 6.7 µM; 320,000 tested, 0.9% active; AID 2235;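 active = inhibition above the mean inhibition of all tested compounds plus 3 SD, computed separately for each screening campaign, cut at about 15% in these data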
TPT1 inh: C. albicans TPT1 enzyme inhibition; recombinant caTPT1, FP RNA substrate dephosphorylation; inhibition, % at 5 µM; 300,000 tested, 0.81% active;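 active = inhibition above the mean of all tested compounds plus 3 SD, set per screening campaign, cut at about 24% in these data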;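 also: plate controls were DMSO alone for no effect and ferristatin control at 100 nM for full effect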
core dimer inh: HCV core protein dimerization inhibition. TR-FRET GST/Flag-core106 dimerization, 1536-well. inhibition, % at 5 µM. 300,000 tested, 0.33% active;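 active = inhibition above the mean of all tested compounds plus 3 SD, set per screening campaign, cut at about 45% in these data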
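assay system = GST-tagged and Flag-tagged HCV core protein residues 1-106 | controls = unlabelled core106 and no-GST-core106 wells | incubation = compound-protein-antibody incubation 4 h at 22.5 °C | probe or stimulus = Eu donor and XL665 acceptor anti-tag antibodies | read-out = % inhibition based on acceptor/donor emission ratio | signal = TR-FRET 671 and 617 nm emission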
PP5 primary: PP5 (human) phosphatase inhibition | 320,000 tested, 0.18% active | purified PP5c, OMFP substrate fluorescence | inhibition, % at 6.7 µM | P53041;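 active = inhibition above the campaign's mean inhibition across all tested compounds plus 3 SD, cut at about 9.5% in these data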;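 also: 0% = DMSO only and 100% = 100 µM cantharidin control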
PAFAH2 inh: PAFAH2 (human) inhibition. recombinant PAFAH2, FP-rhodamine activity probe, fluorescence polarization. inhibition, % at 3.39 µM. 340,000 tested, 0.99% active. AID 492956;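 active = inhibition above the mean over all tested compounds plus 3 SD, cut at about 30% in these data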;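 also: inhibitors block probe labeling of enzyme so polarization drops; 0% = enzyme with DMSO and 100% = wells lacking PAFAH2 protein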
CTSL1 counter: counter-screen for PFM18AAP inhibitors: inhibitors of F. hepatica cathepsin L1 | 300,000 tested, 0.49% active | inhibition, % at 5.96 µM | recombinant F. hepatica cathepsin L1, Z-Leu-Arg-MCA fluorescence;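 active = inhibition above the mean of all tested compounds plus 3 SD, set per screening campaign, cut at about 17% in these data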;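 also: 0% = plate median of test compound wells and 100% = 1 µM Z-Phe-Ala-diazomethylketone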
AHR activator: human AHR activation. P35869. AHR-responsive luciferase reporter cells, luminescence. activation, % at 5 µM. 320,000 tested, 2.5% active. AID 2796; in the data active = activation above about 47%;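 also: 0% = vehicle wells and 100% = reference agonist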
Target sequence (P35869 whole entry, looked up): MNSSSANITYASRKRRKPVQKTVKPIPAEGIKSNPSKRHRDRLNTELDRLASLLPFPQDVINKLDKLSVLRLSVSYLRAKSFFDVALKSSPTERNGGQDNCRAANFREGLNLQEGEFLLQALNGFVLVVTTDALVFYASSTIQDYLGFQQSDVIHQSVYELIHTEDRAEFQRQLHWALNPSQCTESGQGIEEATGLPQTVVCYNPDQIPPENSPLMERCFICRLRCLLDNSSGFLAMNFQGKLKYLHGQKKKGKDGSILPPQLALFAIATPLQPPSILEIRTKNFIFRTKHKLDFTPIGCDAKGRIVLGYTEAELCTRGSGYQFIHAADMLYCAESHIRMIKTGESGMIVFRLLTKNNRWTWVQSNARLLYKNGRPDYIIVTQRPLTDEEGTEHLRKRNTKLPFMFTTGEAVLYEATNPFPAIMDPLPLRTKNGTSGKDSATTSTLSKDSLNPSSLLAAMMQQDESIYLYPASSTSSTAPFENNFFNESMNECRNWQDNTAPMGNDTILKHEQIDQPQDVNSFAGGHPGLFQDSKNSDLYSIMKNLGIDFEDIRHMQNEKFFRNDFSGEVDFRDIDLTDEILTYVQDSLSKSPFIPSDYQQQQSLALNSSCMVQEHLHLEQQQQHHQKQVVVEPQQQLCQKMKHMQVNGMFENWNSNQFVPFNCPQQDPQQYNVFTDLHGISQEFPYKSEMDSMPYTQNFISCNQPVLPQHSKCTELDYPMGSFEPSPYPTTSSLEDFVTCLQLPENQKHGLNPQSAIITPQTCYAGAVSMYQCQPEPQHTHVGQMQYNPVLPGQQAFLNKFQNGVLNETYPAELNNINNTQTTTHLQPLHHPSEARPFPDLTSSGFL
procasp3 activ: procaspase-3 (human) activation. AID 463141. 330,000 tested, 0.11% active. recombinant procaspase-3 D3A, Ac-DEVD-pNA absorbance 405 nm. activation, % at 8.5 µM;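 active = activation above the mean of all tested compounds plus 3 SD, cut at about 21% in these data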;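 also: 0% = DMSO alone and 100% = DMSO wells spiked with extra 5 µM PC-3 D3A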
Target sequence (P42574 whole entry D9A/D28A/D175A): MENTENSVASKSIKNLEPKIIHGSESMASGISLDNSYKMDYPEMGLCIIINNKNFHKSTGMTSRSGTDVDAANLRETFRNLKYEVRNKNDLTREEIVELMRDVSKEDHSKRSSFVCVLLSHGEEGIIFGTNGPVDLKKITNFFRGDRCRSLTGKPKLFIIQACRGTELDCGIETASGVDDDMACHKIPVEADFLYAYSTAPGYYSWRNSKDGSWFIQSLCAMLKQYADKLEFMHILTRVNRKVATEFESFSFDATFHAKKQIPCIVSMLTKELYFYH
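Compound: 8.5 µM single point, 0.8% DMSO / Material: Autoprocessing-dead procaspase-3 D3A mutant enzyme / Timing: 1 h preincubation plus 2 h reaction at 25 °C / Medium: Zinc-free HEPES/NaCl buffer with 0.01% Triton X-100 at pH 7.4 / Technique: 405 nm absorbance of p-nitroaniline, reads at 0 and 120 min / Repeats: one well per compound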
An asterisk follows results filed as active; nt = no result given.

Fields – core dimer inh	PP5 primary	TPT1 inh	procasp3 activ	PAFAH2 inh	procasp7 counter	PP1 counter	CTSL1 counter	AHR activator
COc1ccccc1C(=O)NC(CCSC)C(=O)NCC(c1ccco1)N(C)C (stereo not given)
 : -9	1.3	-2	11	-2	8	2	27*	4
CCOc1ccc(C(=O)NNC2CC(=O)N(CCc3ccccc3)C2=O)cc1OC (stereo not given)
 : 1	2.0	0	-5	-5	-2	-2	0	5
Cc1ccc(S(=O)(=O)NCCC(=O)Nc2nccs2)cc1
 : -4	4.0	-3	2	3	15	-5	2	-1
CCOc1ccc(CCNC(=O)COC(=O)c2ccc(Cl)nc2)cc1OCC
 : 3	-1.5	3	20	5	-1	-6	-4	2
Cn1c(CCNC(=O)c2cc(COc3ccc(F)c(F)c3)on2)nc2ccccc21
 : -1	2.0	1	8	0	6	-1	-2	5
CCNC(=S)Nc1ccc(C)c(Cl)c1
 : -5	-1.3	4	1	-2	-2	-2	1	4
COc1cc(C(=O)NCc2nnc(SCC(=O)Nc3ccc4c(c3)OCO4)o2)cc(OC)c1OC
 : -6	1.6	3	-166	-5	-8	0	1	-1
CCC(C)NC(=O)C1(O)c2cc(Br)ccc2NC(=O)N1c1cccc(OC)c1 (stereo not given)
 : 7	1.3	2	1	1	-5	-2	0	3
Cc1cc(NC(=O)CCC(=O)N(CC(=O)NC2CCCC2)Cc2ccc3c(c2)OCO3)no1
 : 0	0.8	0	2	-2	7	-1	-1	4
CN1CCN(C(=O)c2ccc(N(C)S(=O)(=O)c3cccs3)cc2)CC1
 : 0	2.3	-3	3	4	10	-5	-2	1
CCCCn1c(N)c(-c2nc3ccccc3s2)c2c([N+](=O)[O-])nn(CC)c(=O)c21
 : 2	0.1	4	2	6	-10	-2	2	2
O=C(Cn1c(=O)oc2ccccc21)NCCc1ccccc1
 : 7	1.4	3	-3	7	7	3	0	-1
COc1cccc(NC(=S)N2CCc3cc(OC)c(OC)cc3C2)c1
 : 0	-2.3	1	-7	1	-14	-6	-1	2
Cc1ccc(S(=O)(=O)N2CCC[C@H]2C(=O)NCc2ccccc2Cl)cc1
 : nt	nt	nt	-2	3	-4	nt	nt	0
Cc1ccc([N+](=O)[O-])cc1NC(=O)CSc1n[nH]c(-c2cccnc2)n1
 : 6	1.6	2	4	2	0	4	1	12
COC(=O)[C@@]12CCCN1[C@H](c1ccc(-c3ccc(OC)cc3)c(OC)c1)[C@H]1C(=O)N(C)C(=O)[C@H]12
 : -9	1.8	1	-3	0	-6	3	-2	5
CCOC(=O)c1ccc(NS(=O)(=O)c2cc(-c3nnnn3C(C)C)ccc2OC)cc1
 : -7	0.9	-1	-2	1	-4	2	2	2
CCOc1ccccc1OC(=O)c1ccco1
 : -5	0.3	1	-10	-6	-2	-4	-2	0
O=c1c2cc(NC(=S)NC3CC3)ccc2nc2n1CCCCC2
 : 2	0.0	0	2	-4	7	2	1	11
Cc1nnc(SCc2cc(=O)[nH]c(N3CCN(Cc4ccccc4)CC3)n2)s1
 : 3	1.5	-1	1	-11	5	-1	-1	1
CC1CC(C)CN(S(=O)(=O)c2ccc(NC(=O)c3ccc(=O)[nH]c3)cc2)C1 (stereo not given)
 : nt	1.9	nt	6	13	-15	-1	nt	-2
O=S(=O)(c1ccc(-c2nnc(SCc3nnc(-c4ccccc4)o3)o2)cc1)N1CCCC1
 : 11	-1.6	-2	1	-7	3	-4	2	-2
CC(C)OCCCNC(=O)C1CC(=O)N(CCc2ccccc2)C1 (stereo not given)
 : -10	-0.5	-1	-1	-5	-2	-2	-1	1
CS(=O)(=O)N1CCN(c2ccc([N+](=O)[O-])c(N3CCOCC3)c2)CC1
 : -5	3.0	1	-5	4	-3	-3	5	6
O=C(Nc1ccccc1)C1CCN(C(=O)c2ccco2)CC1
 : 6	-1.8	0	7	7	-6	-5	-1	1
C[C@H]1CN([C@@H](C)CO)C(=O)c2cccc(NC(=O)c3ccc(-c4nccs4)cc3)c2O[C@@H]1CN(C)C(=O)NC1CCCCC1
 : nt	nt	nt	10	4	4	nt	nt	1
CC(C)C(NC(=O)c1ccccc1Br)c1ccccc1 (stereo not given)
 : -3	0.5	1	-2	-1	-11	-1	5	1
CCCCn1c(N)c(N(CCC(C)C)C(=O)CSc2nncn2-c2ccccc2)c(=O)[nH]c1=O
 : nt	-1.6	nt	-1	-3	2	-3	nt	-1
CC(NC(=O)c1ccccc1F)c1nnc(SCC(=O)Nc2nccs2)n1C (stereo not given)
 : -1	0.9	1	0	1	1	-4	-4	1
COCCCNC(=O)CN(c1ccc(F)cc1)S(=O)(=O)c1ccc2c(c1)OCCO2
 : 3	4.5	-3	5	2	-4	-1	-2	0
COc1ccc(/C(N)=N/OC(=O)c2ccc(C)c([N+](=O)[O-])c2)cc1
 : 1	0.5	-4	4	0	8	1	3	2
COc1ccccc1CCC(=O)Nc1ccc2c(c1)CN(Cc1ccc(C)o1)CC2
 : 16	1.9	5	0	11	-5	6	5	10
CCN(CC)C(=O)CSc1nc2c(sc(=S)n2Cc2ccco2)c(=O)n1-c1ccccc1
 : 3	3.0	1	-7	-5	9	-1	2	-2
O=C(NCC(=O)N(c1ccccc1)C(C(=O)NC1CCCCC1)c1ccncc1)c1ccco1 (stereo not given)
 : -9	3.0	1	6	8	7	-4	-1	2
COc1ccc(N(C(=O)c2ccccc2)S(=O)(=O)c2cccs2)cc1
 : 8	0.1	0	-2	2	0	4	-1	-1
O=c1oc2ccccc2c(Nc2cccc(O)c2)c1[N+](=O)[O-]
 : 18	2.6	4	-8	0	4	-1	3	4
Cc1ccc(C(=O)N2CCN3C(=O)c4ccccc4C23c2ccccc2)cc1 (stereo not given)
 : 9	-0.2	-1	-4	8	2	-1	1	2
O=C(CCCN1C(=O)/C(=C/c2ccccc2Cl)SC1=S)Nc1cccnc1
 : -6	2.7	-5	-15	1	-17	17*	4	-21
O=C1Nc2ccccc2/C1=N/c1sc2c(c1C(=O)NCCc1ccccc1)CCCC2
 : 36	-0.8	7	-13	9	2	8	2	11
CCSc1nc2c(c(=O)n1-c1ccc(F)cc1)SCC2
 : -4	-0.1	0	4	0	10	1	1	-1

Laid out differently: results already given.
SMILES	core dimer inh	PP5 primary	TPT1 inh	procasp3 activ	PAFAH2 inh	procasp7 counter	PP1 counter	CTSL1 counter	AHR activator
COCCCNC(=O)CN(c1ccc(F)cc1)S(=O)(=O)c1ccc2c(c1)OCCO2	3	4.5	-3	5	2	-4	-1	-2	0
COc1ccc(/C(N)=N/OC(=O)c2ccc(C)c([N+](=O)[O-])c2)cc1	1	0.5	-4	4	0	8	1	3	2

(cont.)
Fields – core dimer inh	PP5 primary	TPT1 inh	procasp3 activ	PAFAH2 inh	procasp7 counter	PP1 counter	CTSL1 counter	AHR activator
CC(C)CC(=O)N1CCN(Cc2ccc3c(c2)OCO3)CC1
 : -4	2.8	0	1	12	-6	4	0	-1
O=C(Nc1ccc(F)cc1)Nc1cnccn1
 : 4	-0.5	-1	-4	0	8	-5	1	-1
COc1ccc(C2C(=O)N(CCc3ccccc3)CC(=O)N2C2CCCC2)cc1 (stereo not given)
 : 3	4.0	1	10	5	-2	-2	-2	1
NC(=S)N/N=C/c1ncc(C(F)(F)F)cc1Cl
 : -1	-2.2	-51	-5	nt	-9	-2	6	6
CC(C)(C)c1cc(C(=O)C[n+]2ccc(C(=O)NCCCO)cc2)cc(C(C)(C)C)c1O
 : -1	1.5	0	8	-5	10	-5	2	-1
O=C(COC(=O)C1CCC1)Nc1cc(S(=O)(=O)N2CCCCC2)ccc1Cl
 : -1	2.2	1	-3	4	1	-3	2	1
Cc1ccc(N(CCC(=O)O)S(=O)(=O)c2ccc(C)cc2)cc1
 : -4	-0.3	2	-1	1	-1	-3	0	1
COc1ccc(NC(=O)CCN2CCN(S(=O)(=O)c3ccc(F)cc3)CC2)cc1
 : 8	-1.0	1	9	-1	-1	-1	-1	-2
CCn1nc(NC(=O)CC(C)C)c2cc3cccc(C)c3nc21
 : 2	-0.5	-3	-8	0	-9	-1	3	8
COc1ccc(NC(=O)c2cc(-c3ccco3)on2)cc1
 : 7	2.7	6	-4	0	-19	-2	-3	0
COC(=O)c1ccc(Cn2cnc3c(cnn3-c3ccc(F)cc3)c2=O)o1
 : 5	1.6	0	-4	7	-2	0	0	0
C[C@H](NC(=O)N1CCn2c1nc1ccccc12)C(=O)NC1CCCCC1
 : -3	-1.0	-1	6	1	-1	-1	-5	5
COc1cc(/C=C(\C#N)c2[nH]nc(N)c2C#N)cc(OC)c1O
 : -15	2.6	25*	-12	1	0	0	1	23
COc1ccc(-c2ccc3c(c2)c(-c2cccs2)c(-c2cc(OC)cc(OC)c2)n3C)cc1
 : nt	-0.8	nt	2	3	-10	-5	nt	1
O=C(Nc1nccs1)c1ccc(Cl)s1
 : -1	-0.2	-4	2	-1	2	-4	3	36
CC1CC(C)CN(S(=O)(=O)N2CCCC(C(=O)NC3CCCCC3)C2)C1 (stereo not given)
 : -7	2.6	-4	-11	-4	-8	-2	0	3
CSCCC(C(=O)OCC(=O)c1ccc(C)c(C)c1)N1C(=O)c2ccccc2C1=O (stereo not given)
 : 2	2.0	-8	5	5	3	1	1	4
N#CCCn1cc(/C=N/NC(=O)c2ccncc2)c(-c2ccccc2)n1
 : 2	2.9	0	-1	1	-6	-19	-1	15
Cc1ccc(S(=O)(=O)NCCCNS(=O)(=O)c2ccc(C)cc2)cc1
 : nt	1.0	nt	5	-6	-1	2	nt	0
CCc1ccc(C(=O)CSc2nc(C)cc(=O)[nH]2)cc1
 : 6	0.6	-3	-4	1	1	-3	-4	3
CC1(C)CC(CCNS(=O)(=O)c2ccccc2)(c2ccccc2)CCO1 (stereo not given)
 : 14	3.8	1	-1	3	0	-2	-1	-1
COc1cccc2cc(S(=O)(=O)c3ccccc3)c(=Nc3ccc4c(c3)OCCO4)oc12
 : 1	2.8	-1	11	-7	0	-9	-2	-1
Cc1cc(C)n(-c2nncn2NC(=O)c2ccc(Cl)cc2O)n1
 : -2	-8.3	3	-2	7	10	-2	5	8
COc1ccccc1CC(=O)Nc1cccc(F)c1
 : 4	2.0	2	7	6	4	-4	0	2
COc1ccc(CN2CCCC(C(=O)c3cccc(C(F)(F)F)c3)C2)cc1O (stereo not given)
 : -6	-0.6	-5	5	-2	3	0	7	2
COc1ccc(-c2cc(C)no2)cc1S(=O)(=O)N(C)c1cccc(C)c1
 : 6	3.6	3	-5	-1	-4	4	0	0
Cc1cccc(NC(=O)c2cnn(-c3ccc(F)cc3)c2C2CCNCC2)c1C
 : 11	1.2	-2	-6	4	-1	-2	-1	5
COc1ccc(O)c(/C=N/NC(=O)CCC(=O)Nc2ccc(F)cc2)c1
 : 2	0.4	-7	1	1	-16	-2	1	0
COc1ccc(C(=O)NC(=S)N2CCN(c3ccc([N+](=O)[O-])cc3)CC2)cc1
 : -5	2.5	-3	-26	-2	-21	3	3	-2
